Epigenetic derep – regulators of epigenetic silencing causing reporter derepression in mouse cells. murine LDR cells, GFP reporter derepression, 30 h. Potency, µM (series often up to 53.9 µM), for inactives: at the highest dose GFP activation, actives largely listed as activators. 0.2% of 280,000 active; note: potency is the fitted concentration of half-maximal effect; % of control where 0% means no effect; nearly all actives have a fitted effect of over 60% in size
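In this reporter-derepression format, murine cells bearing a silenced integrated CMV-GFP locus incubate with test compound (30 h, 37 C), then are washed and imaged; fluorescent objects of 20–120 um count as induced cells.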
CBFb RUNX1 block – inhibitors of human CBF-beta and RUNX1 interaction | Potency, µM (highest dose often 59.8 µM), inactives show top-dose activity, negative = inhibition, most hits filed as inhibitors | AlphaScreen CBFb-His/RUNX1-biotin binding, biochemical | AID 1477 | 230,000 tested, under 10 active | Q01196+Q13951; note: % of control where 0% means no effect
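AlphaScreen binding: CBFb-His and RUNX1-biotin (30 nM each) preincubated 20 min, compound added for 15 min, then nickel and streptavidin beads for 90 min, all at room temperature. Disruption of the interaction by any mechanism counts as activity.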
GLA spleen mod – inhibitors or activators of human alpha-galactosidase in spleen homogenate. P06280. human spleen homogenate, 4MU-alpha-Gal fluorescence, 40 min. Potency, µM (highest dose often 80 µM), without a hit: top-dose activity change, negative = inhibition, actives largely listed as inhibitors. 0.008% of 240,000 active;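 note: potency is the fitted concentration of half-maximal effect; 0% = enzyme with vehicle and -100% = no enzyme basal signal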
Target sequence (P06280 32-429 limits assumed): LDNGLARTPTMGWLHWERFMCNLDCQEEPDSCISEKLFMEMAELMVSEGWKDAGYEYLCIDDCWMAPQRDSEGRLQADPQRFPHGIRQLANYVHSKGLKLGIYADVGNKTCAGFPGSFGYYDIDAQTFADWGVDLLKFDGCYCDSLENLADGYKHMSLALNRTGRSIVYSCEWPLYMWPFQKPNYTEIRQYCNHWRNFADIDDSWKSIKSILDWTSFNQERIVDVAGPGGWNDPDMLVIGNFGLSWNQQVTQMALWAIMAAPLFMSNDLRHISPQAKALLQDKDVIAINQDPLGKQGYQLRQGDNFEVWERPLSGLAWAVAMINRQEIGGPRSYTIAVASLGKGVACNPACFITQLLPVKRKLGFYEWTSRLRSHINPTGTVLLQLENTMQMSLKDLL
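Inhibition or activation of alpha-galactosidase in human spleen homogenate is scored by 4-MU fluorescence after 40 min at 37C, pH 5.0, with 1 mM substrate. AC50s come from concentration-response fitted to the Hill equation.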
TexasRed fluor – counter-screen for TRb-SRC2 inhibitors: fluorescence interference; AID 1479; 0.29% of 280,000 active; TRb/SRC2 Texas Red total fluorescence interference; Potency, µM (highest dose often 106 µM), for the others: at the highest dose fluorescence change, negative = quenching; active = well fitted curve in either direction with a large enough effect; inconclusive = small, poorly fitted or top-dose-only effect; note: potency is the fitted concentration of half-maximal effect; % is set by controls: 0 for no effect and ±100 for the full control effect
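Human TRβ ligand-binding domain (0.6 uM) and Texas Red SRC2 peptide (20 nM) in Tris buffer with 1 uM T3 and 5% DMSO were incubated with pinned compound for 5 hr at ambient temperature. Total fluorescence was computed as S + 2P (555/632 nm).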
Tau fibril FP – tau fibrillization inhibition (FP). K18 P301L tau heparin fibrillization, Alexa594 FP, 6 h. 0.39% of 280,000 active. Potency, µM (series often up to 57.7 µM), inactives show at the top dose activity, negative = inhibition, most hits filed as inhibitors. AID 1468. P10636; note: potency is the fitted concentration of half-maximal effect; % is set by controls: 0 for no effect and ±100 for the full control effect; nearly all actives have a fitted effect of over 55% in size
Target sequence (P10636 561-689 P618L limits assumed): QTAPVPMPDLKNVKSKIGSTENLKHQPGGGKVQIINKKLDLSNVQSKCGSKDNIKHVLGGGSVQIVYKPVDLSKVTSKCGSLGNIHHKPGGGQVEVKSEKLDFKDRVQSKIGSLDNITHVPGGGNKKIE
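Compound effects on tau fibrillization are measured by Alexa 594 fluorescence polarization (ex 555, em 632 nm). K18 P301L tau is used at 15 uM with 0.24 uM labeled tracer, and 20 uM heparin induces aggregation over 6 hr at 37 C.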
TRb SRC2 PPI – inhibitors of human thyroid hormone receptor beta-SRC2 interaction | 0.065% of 280,000 active | Potency, µM (highest dose often 106 µM), inactives show at the highest dose activity change, negative = inhibition, hits mostly inhibitors | TRbeta-SRC2 peptide binding, fluorescence polarization; receptor liganded with 1 µM T3 | P10828;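 note: potency is the fitted concentration of half-maximal effect; plate controls were bound peptide for no effect and peptide without receptor for full effect; nearly all actives have a fitted effect of over 50% in size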
Target sequence (P10828 whole entry, looked up): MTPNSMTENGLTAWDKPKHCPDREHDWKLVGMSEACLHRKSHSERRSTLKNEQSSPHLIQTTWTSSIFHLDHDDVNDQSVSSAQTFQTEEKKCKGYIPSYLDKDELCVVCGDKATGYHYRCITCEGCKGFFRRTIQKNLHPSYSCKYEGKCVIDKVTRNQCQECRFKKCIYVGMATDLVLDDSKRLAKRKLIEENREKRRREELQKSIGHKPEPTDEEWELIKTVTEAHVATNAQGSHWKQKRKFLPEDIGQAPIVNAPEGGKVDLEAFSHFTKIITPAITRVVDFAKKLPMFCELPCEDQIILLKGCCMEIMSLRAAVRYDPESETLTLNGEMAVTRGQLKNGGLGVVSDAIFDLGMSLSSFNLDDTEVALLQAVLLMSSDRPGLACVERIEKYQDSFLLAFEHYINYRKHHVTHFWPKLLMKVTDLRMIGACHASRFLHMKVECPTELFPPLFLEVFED
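Human TRb LBD (0.6 uM) plus Texas Red-labeled SRC2 peptide (20 nM), 1uM T3, 5% DMSO, 5 hr at ambient temperature. Decreased polarization (555/632 nm) flags inhibition; data normalized to free and bound peptide controls.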
Tau fluor counter – counter-screen for tau fibril formation inhibitors; tau K18 P301L (four-repeat tau fragment) Alexa594 fluorescence, heparin fibrillization; AID 1463; Potency, µM (titrated, usually from 57.7 µM), for the others: at the top dose activity change, negative = decrease; 0.93% of 280,000 active; note: potency is the fitted concentration of half-maximal effect; % is set by controls: 0 for no effect and ±100 for the full control effect; nearly all actives have a fitted effect of over 55% in size
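Human K18 P301L tau (15 uM unlabeled plus 0.24 uM Alexa 594-labeled, final) in 100 mM sodium acetate pH 7 was mixed with compound and 20 uM heparin and incubated 6 hr at 37 C.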
NPSR antag – blocks cAMP signaling of the human neuropeptide S receptor | 1% of 220,000 active | Q6W5P4 | Potency, µM (doses to about 38.3 µM), for the others: at the highest dose activity change, negative = inhibition, actives largely listed as inhibitors | CHO-NPSR cells, cAMP TR-FRET, antagonist mode; note: potency is the fitted concentration of half-maximal effect; % is set by controls: 0 for no effect and ±100 for the full control effect; nearly all actives have a fitted effect of over 50% in size; many of its hits are not listed in these tables
* = called active by the depositor; ? = inconclusive; . = not tested or not shown; & = joins results of further samples; [ ] = another dose, or the depositor's remark. Unless noted, calls come from the whole dose curve; as a rule, active = well fitted curve in the direction sought with a large enough effect; inconclusive = small, poorly fitted or top-dose-only effect, or another doubt; inactive = no such curve, though single readings can be large; an effect the other way counts as inactive or inconclusive.

The opening 2 entries, to show the layout:
SMILES	Epigenetic derep	CBFb RUNX1 block	GLA spleen mod	TexasRed fluor	Tau fibril FP	TRb SRC2 PPI	Tau fluor counter	NPSR antag
Cc1c(C(=O)OCc2ccccc2)[nH]c2c1C(=O)CC(c1ccc(N(C)C)cc1)C2 (stereo unspecified)	1.1%	.	.	0%	-4%	-3%	-21%	.
COc1cccc(CNC(=O)C2CCCN(S(=O)(=O)c3cccc4nonc34)C2)c1 (stereo unspecified)	0.7%	-6%	0%	-5%	-6%	0%	-11%	-20%[46.1 µM]

All compounds of this part, previewed entries included:
SMILES	Epigenetic derep	CBFb RUNX1 block	GLA spleen mod	TexasRed fluor	Tau fibril FP	TRb SRC2 PPI	Tau fluor counter	NPSR antag
Cc1c(C(=O)OCc2ccccc2)[nH]c2c1C(=O)CC(c1ccc(N(C)C)cc1)C2 (stereo unspecified)	1.1%	.	.	0%	-4%	-3%	-21%	.
COc1cccc(CNC(=O)C2CCCN(S(=O)(=O)c3cccc4nonc34)C2)c1 (stereo unspecified)	0.7%	-6%	0%	-5%	-6%	0%	-11%	-20%[46.1 µM]
COc1cccc2cc(C(C)N(CCCN3CCOCC3)C(=S)Nc3cccc(C)c3C)oc12 (stereo unspecified)	0.0%	-13%	7%	-2%	12%	1%	-16%	?
NC(=O)CNCCC(c1ccccc1)c1ccccc1	3.7%&1.0%	0%&-13%	8%&17%	-17%&-17%	-12%&12%	4%&-7%	-12%&-5%	-13%[46.1 µM]
CCC(=O)N1c2ccccc2CC1C(=O)NCc1ccccc1C (stereo unspecified)	-8.1%	.	.	-2%	6%	0%	0%	.
CCOC(=O)C1(Cc2ccc(OC)cc2)CCN(C(=O)C2CCCO2)CC1 (stereo unspecified)	4.4%	2%	1%	-3%	7%	0%	2%	-4%
Cc1cccc2cc(CN(C(=O)c3cccc(Cl)c3)c3ccccc3)c(=O)[nH]c12	-1.9%	.	.	3%	-9%	2%	2%	.
COc1ccc(CCC(C(O)C(F)(F)F)S(=O)c2ccccc2)cc1 (stereo unspecified)	-1.1%	6%	0%	-1%	3%	-11%	-7%	-4%[46.1 µM]
COc1ccc(CC2(CO)CCN(Cc3cc4ccccc4o3)CC2)cc1	0.5%	-6%	2%	1%	2%	-6%	-5%	13%
COC(=O)NC(c1ccccc1)c1c[nH]c2ccccc12 (stereo unspecified)	-1.1%	14%	-8%	1%	-18%	9%	-15%	.
CCOC(=O)COc1cc(N)c(Cl)cc1Cl	2.3%	-15%	2%	0%	8%	5%	-5%	8%
COc1ccc(N2CCN(CC(O)COc3ccc(C(C)(C)C)cc3)CC2)cc1 (stereo unspecified)	3.9%	.	.	-3%	2%	8%	-21%	.
C1CCC[C@H]2CCCN3CC[C@H](CCCCCC[C@@H]4CCCN5CC[C@H](CC1)OC45)OC23	0.0%	28%	-8%	0%	-7%	4%	2%	.
N#CC1=C(N)NC(SCc2ccc(Cl)cc2)=C(C#N)C12CCCCC2	-0.7%	-13%	1%	-2%	6%	-3%	8.9µM*[quencher]	-25%[46.1 µM]
CSc1oc(-c2cccs2)nc1S(=O)(=O)c1ccccc1	5.1%	7%	5%	0%	-13%	-5%	-17%	-16%
CC(=O)N(c1ccc(Cl)cc1)c1c[nH]c2ccccc12	-0.9%	13%	1%	-1%	7%	-14%	-21%	?
CC(C)CNC(=O)C(=O)NNC(=O)c1ccco1	-0.6%	3%	2%	-2%	-4%	3%	-13%	-7%
CCOc1ccc(NS(=O)(=O)c2ccc(NS(=O)(=O)c3ccc(SC)cc3)cc2)cc1	2.3%	-5%	0%	-3%	?	-3%	?	?
CCOc1nc(Nc2cc(Cl)ccc2OC)nc(OCC)n1	-0.8%	-1%	2%	-5%	7%	3%	4%	-2%[46.1 µM]
CN1CCN(c2cc(-c3ccccc3)nc3cc(-c4ccc(F)cc4)nn23)CC1	0.0%	15%	15%	-6%	?	-5%	?	?
COc1ccc(S(=O)(=O)CCC(=O)Nc2cc(C)ccc2OC)cc1	-2.5%	4%	-3%	5%	-3%	6%	-5%	8%
COc1ccc(NC(=O)c2c3c(nc4ccccc24)CCN(Cc2ccccc2)C3)c(OC)c1	-0.1%	-26%	4%	-1%	3%	8%	-10%	-22%
COCCCNc1nc2c(c(=O)n(C)c(=O)n2C)n1Cc1ccccc1	-1.9%	.	.	?	-2%	-14%	-11%	.
Cn1nc([N+](=O)[O-])nc1Oc1ccccc1	6.7%	-1%	1%	0%	2%	-25%	-8%	-10%[46.1 µM]
OC[C@@H]1CCCN1Cc1cn(-c2ccccc2)nc1-c1ccc2c(c1)OCO2	-1.3%	9%	-2%	-2%	-12%	-2%	-16%	17%
CC(C)NC(=O)C1CCN(C(=O)N2CC(C)Oc3ccccc32)CC1 (stereo unspecified)	0.0%	.	.	7%	1%	-3%	-4%	.
CN1CC(c2ccccc2)C2(COc3ccccc3C2=O)C12C(=O)Nc1ccccc12 (stereo unspecified)	0.0%	-5%	-9%	-7%	3%	1%	-15%	?
CS(=O)(=O)c1cccc(NC(=O)C2CC2)c1	0.8%	-8%	-1%	1%	7%	-9%	3%	6%
CN1CCN(C=Nc2nc3ccccc3nc2N2CCCC2)CC1	1.1%	4%	?	3%	1%	-6%	2%	-9%
Cc1cccc(C(=O)Nc2ccccc2C(=O)OCc2c(C)noc2C)c1	1.9%	21%	-6%	-4%	10%	-2%	-19%	?
CC(=O)Nc1nonc1NC(=O)CSc1ncn[nH]1	0.0%	5%	-1%	1%	-2%	-3%	-6%	2%[46.1 µM]
O=c1c2ccccc2nc(SCc2ccccc2Cl)n1Cc1ccccc1	-1.4%	2%	-6%	1%	-12%	-11%	-13%	-19%[46.1 µM]
Cc1c(Cl)cnc(NC(=O)COC(=O)c2cc3c(s2)CCC(C)C3)c1Cl (stereo unspecified)	3.4%	-3%	-1%	1%	5%	4%	-3%	?
COCCNC(=O)/C(C#N)=C/c1c(N2CC(C)OC(C)C2)nc2ccccn2c1=O (stereo unspecified)	-0.8%	8%	?	-4%	4%	-2%	7%	7%
CC(=O)N(Cc1cccnc1)c1nc2c(C)cc(C)cc2s1	0.2%	.	.	-1%	-4%	3%	-5%	.
COc1ccccc1C(=O)Nc1ccc2c(c1)nc(CN1CCCCC1)n2C	1.7%&-1.0%	-2%	-1%	1%&1%	5%&1%	7%&0%	-13%&-9%	6%
CCP(=O)(c1cccc([N+](=O)[O-])c1)c1cccc([N+](=O)[O-])c1	3.3%	-7%	-2%	-1%	-2%	-8%	-14%	40%
CCN1CCN(c2csc3ccc(C)cc3c2=O)CC1	2.8%	.	.	3%	0%	4%	-10%	.
COc1ccc([N+](=O)[O-])cc1C1NN=C(c2cccc3ccccc23)S1 (stereo unspecified)	-4.5%	-1%	-4%	1%	-3%	-8%	?	-14%[46.1 µM]
O=S(=O)(NCC(c1ccco1)S(=O)(=O)c1ccccc1)c1cc(F)ccc1F (stereo unspecified)	6.9%	.	.	0%	-9%	-2%	-12%	.
CCOC(=O)C(Cc1c[nH]c2ccccc12)NC(=O)COc1ccc(Cl)c(C)c1 (stereo unspecified)	-1.6%	.	.	-8%	17%	3%	?	.
O=C(CNC(=O)c1ccco1)OCc1ccc(C(=O)Oc2ccccc2)cc1	-9.5%	7%	-2%	1%	-1%	7%	-18%	-20%[46.1 µM]
CCOC(=O)CSc1nc(-c2ccccc2)nc2ccccc12	0.0%	?	-3%	-3%	-20%	3%	-27%	-10%[46.1 µM]
CCCCC/C=C\C\C=C/C=C/C=C/[C@@H](SCC(NC(C)=O)C(=O)O)[C@@H](O)CCCC(=O)O (stereo partly specified)	0.0%&1.1%	-5%&-4%	5%&4%	0%&-1%	4%&-2%	-5%&2%	-9%&-4%	.
CC(C)CCNC(=O)CNC(=S)N(Cc1ccccc1)Cc1cccnc1	-0.9%	-7%	-7%	1%	7%	8%	-6%	6%
O=C(c1cc(Br)c(Br)s1)N1CCN(C/C=C/c2ccccc2)CC1	4.1%	-4%	2%	-1%	3%	-5%	-16%	-12%[46.1 µM]
CC(NC(=O)c1ccc(CS(=O)(=O)c2ccc(Cl)cc2)o1)c1ccc2c(c1)OCCO2 (stereo unspecified)	0.8%	-6%	-6%	-3%	10%	-4%	-11%	-20%[46.1 µM]
CCC/C=C1/CCCOC(C(=O)NCCNCCO)(C(F)(F)F)C1 (stereo unspecified)	.	9%	2%	-1%	.	-9%	.	.
COc1ccc(CS(=O)(=O)CC2(O)CCN(C(=O)c3cccc(C(F)(F)F)c3)CC2)cc1	1.4%	-13%	-3%	-1%	5%	5%	6%	-11%
O=C1/C(=C/c2cccs2)SC(=S)N1c1cccc(O)c1	-1.4%	-29%	2%	-6%	-11%	-4%	20µM*[quencher]	-2%[7.67 µM]

2 records drawn at random from the list so far, as already listed:
SMILES	Epigenetic derep	CBFb RUNX1 block	GLA spleen mod	TexasRed fluor	Tau fibril FP	TRb SRC2 PPI	Tau fluor counter	NPSR antag
COc1ccc(CC2(CO)CCN(Cc3cc4ccccc4o3)CC2)cc1	0.5%	-6%	2%	1%	2%	-6%	-5%	13%
COc1cccc2cc(C(C)N(CCCN3CCOCC3)C(=S)Nc3cccc(C)c3C)oc12 (stereo unspecified)	0.0%	-13%	7%	-2%	12%	1%	-16%	?

New compounds follow.
SMILES	Epigenetic derep	CBFb RUNX1 block	GLA spleen mod	TexasRed fluor	Tau fibril FP	TRb SRC2 PPI	Tau fluor counter	NPSR antag
O=C(CCc1ccccc1)NNC(=O)c1ccccc1F	0.3%	5%	-3%	1%[53 µM]	11%	-1%[53 µM]	4%	-5%
CC(=O)c1cc(CN2CCN(CCc3ccccc3)C(CCO)C2)cs1 (stereo unspecified)	-0.1%	-3%	10%	-8%	-6%	-4%	-8%	-5%
Cc1cc(C)cc(OCC(=O)Nc2nc3c(s2)CC(C(C)(C)C)CC3)c1 (stereo unspecified)	-0.9%	.	.	-1%	-3%	1%	-3%	.
O=C(CSc1nc2ncccc2[nH]1)NCCc1ccccc1	-1.2%	-7%	-4%	-5%	-5%	-9%	-1%	-15%
Cc1ccc(/C(N)=N/OC(=O)C23CC4CC(CC(C4)C2)C3)cc1	1.4%	10%	-2%	3%	1%	-4%	-14%	-9%[46.1 µM]
O=C(O)c1ccc(COCC(F)(F)F)cc1	0.0%	6%	1%	-3%	5%	-1%	19%	-4%[46.1 µM]

A portion of the library; the hit share may differ from the screen's.
